M1 antag – human M1 muscarinic receptor antagonists, primary screen, CHO-K1 cells, Fluo-8 calcium fluorescence, 1536-well. CHO-K1 hM1, ACh EC80 antagonist. inhibition, % at 3 µM. actives 1.3% (n = 360,000). AID 588852, 2011;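 active = percent inhibition above its own plate's cutoff, namely the mean of that plate's compound wells plus 3 SD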;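 also: peak over basal fluorescence ratio during 140 s after agonist addition; 0% = ACh EC80 plus DMSO and 100% = DMSO alone without agonist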
Target sequence (P11229 whole entry, looked up): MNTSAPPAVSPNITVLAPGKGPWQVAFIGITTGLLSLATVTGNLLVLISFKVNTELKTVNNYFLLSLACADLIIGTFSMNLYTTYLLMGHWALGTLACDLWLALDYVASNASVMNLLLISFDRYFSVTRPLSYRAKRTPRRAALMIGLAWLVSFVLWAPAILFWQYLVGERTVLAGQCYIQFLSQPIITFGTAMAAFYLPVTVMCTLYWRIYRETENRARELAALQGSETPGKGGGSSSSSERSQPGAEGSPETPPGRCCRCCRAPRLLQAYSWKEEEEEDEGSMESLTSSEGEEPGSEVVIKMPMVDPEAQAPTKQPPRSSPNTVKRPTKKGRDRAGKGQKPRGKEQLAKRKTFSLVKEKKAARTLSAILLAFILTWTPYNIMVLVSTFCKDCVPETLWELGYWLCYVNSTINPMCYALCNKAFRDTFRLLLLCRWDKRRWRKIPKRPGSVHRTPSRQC
CRFR2-BP ag – agonists of CRF-BP/CRF-R2 complex, primary screen, cell-based, HEK293, calcium dye fluorescence, uHTS | CRF-binding protein / CRF receptor 2 complex (human) | calcium dye fluorescence (FLIPR); percent of saturating CRF peptide response | activation, % at 13.2 µM | actives 0.46% (n = 350,000) | AID 588473, 2011;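 active = activation of at least 50%, plus an integration ratio under a set limit after plate pattern correction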;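 also: plate controls were neutral control wells without compound for no effect and CRF at EC100 for full effect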
M5 ag – human M5 muscarinic receptor agonists, primary screen, CHO-K1 cells, Fluo-8 calcium fluorescence; activation, % at 3 µM; CHO-K1 hM5 cells; 0% DMSO wells, 100% maximal acetylcholine response; actives 0.19% (n = 360,000);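 active = activation above the run's mean over test compounds plus 3 SD, cut at about 23% in these data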;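 also: signal is peak over basal fluorescence ratio across the kinetic read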
CHRM4 antagonist – human M4 muscarinic receptor antagonists, primary screen, CHO cells, Fluo-8 calcium fluorescence. CHO-hM4 cells, ACh EC80. inhibition, % at 3 µM. actives 0.73% (n = 360,000);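 active = inhibition above its plate's cutoff, the mean inhibition of sample wells plus 3 SD, cut at about 27% in these data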;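 also: 0% = acetylcholine EC80 with DMSO and 100% = DMSO without agonist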
Target sequence (P08173 whole entry, looked up): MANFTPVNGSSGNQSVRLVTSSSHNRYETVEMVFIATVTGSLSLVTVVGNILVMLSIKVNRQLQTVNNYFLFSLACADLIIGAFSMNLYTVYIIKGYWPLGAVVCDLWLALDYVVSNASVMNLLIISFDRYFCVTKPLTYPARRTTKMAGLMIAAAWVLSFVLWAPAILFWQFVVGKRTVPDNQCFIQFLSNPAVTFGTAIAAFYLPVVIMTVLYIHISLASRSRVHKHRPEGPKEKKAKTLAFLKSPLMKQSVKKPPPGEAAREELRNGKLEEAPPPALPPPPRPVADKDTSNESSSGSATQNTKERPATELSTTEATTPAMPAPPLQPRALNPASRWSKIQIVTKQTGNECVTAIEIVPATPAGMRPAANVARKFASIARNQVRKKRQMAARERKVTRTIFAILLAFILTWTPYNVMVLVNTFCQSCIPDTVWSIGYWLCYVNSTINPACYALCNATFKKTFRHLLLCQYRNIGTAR
M4 ag – human M4 muscarinic receptor agonists, primary screen, CHO-K1 cells, Fluo-8 calcium fluorescence. CHO-K1 hM4/Gqi5; vehicle 0%, full acetylcholine response 100%. activation, % at 3 µM. actives 0.14% (n = 360,000);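 active = activation above the run mean over all test wells plus 3 SD, cut at about 32% in these data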;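 also: peak over basal fluorescence ratio per well then scaled between controls; 0% = DMSO wells and 100% = acetylcholine at EC100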
CHRM5 PAM – human M5 muscarinic receptor positive allosteric modulators, primary screen, CHO-K1 cells, Fluo-8 calcium fluorescence; CHO-K1 hM5, ACh EC20 PAM; 0% = ACh EC20, 100% = ACh EC100; actives 0.3% (n = 360,000); Muscarinic acetylcholine receptor M5 (Homo sapiens), P08912; activation, % at 3 µM;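 active = activation above the run cutoff, the mean activation of all test compounds plus 3 SD, cut at about 18% in these data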
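System: CHO-K1 hM5 cells. Reagent: acetylcholine, EC20 level. Compound dosing: single dose, 3 µM nominal final test concentration. Timing: Post-acetylcholine fluorescence recording 140 s. Detection: Fluo-8 calcium fluorescence. Read-out: % activation, ACh-normalized. Benchmarks: ACh EC20 and EC100 wells. Repeats: singlicate, one well per test compound.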
CHRM5 antagonist – human M5 muscarinic receptor antagonists, primary screen, CHO cells, Fluo-8 calcium fluorescence; inhibition, % at 3 µM; Muscarinic acetylcholine receptor M5 (Homo sapiens), P08912; AID 624040, 2012; actives 0.59% (n = 360,000); CHO-hM5 cells, ACh EC80;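 active = inhibition above a per-plate cutoff, the mean of that plate's test compounds plus 3 SD, cut at about 27% in these data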;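 also: 0% = acetylcholine EC80 with DMSO and 100% = DMSO without agonist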
CHRM1 PAM – human M1 muscarinic receptor positive allosteric modulators, primary screen, CHO-K1 cells, Fluo-8 calcium fluorescence, 1536-well. CHO-K1 hM1, ACh EC20; 0% = ACh EC20, 100% = maximal ACh. Muscarinic acetylcholine receptor M1 (Homo sapiens), P11229. actives 0.088% (n = 360,000). activation, % at 3 µM; in the data active = activation above about 19%, passing the limit was not always enough
M4 PAM – human M4 muscarinic receptor positive allosteric modulators, primary screen, CHO-K1 cells, Fluo-8 calcium fluorescence; Muscarinic acetylcholine receptor M4 (Homo sapiens), P08173; CHO-K1 hM4/Gqi5, ACh EC20; 0% = ACh EC20, 100% = maximal ACh; actives 0.4% (n = 360,000); activation, % at 3 µM;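 active = activation above its plate's cutoff, the mean activation of sample wells plus 3 SD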; also: some results filed as inactive read as strong as hits
Numbers without * were called inactive; . = not tested or not shown; & = joins results of further samples.

SMILES	M1 antag	CRFR2-BP ag	M5 ag	CHRM4 antagonist	M4 ag	CHRM5 PAM	CHRM5 antagonist	CHRM1 PAM	M4 PAM
CC(=O)c1cccc(NC(=O)CN(C)Cc2ccc(OC(F)F)cc2)c1	-1	-3.6	-1	-2	3	-7	10	3	-4
CC(O)/C=C/c1cccc[n+]1C (stereo unspecified)	5	0.7	-1	17	-1	-1	6	-4	3
CC(=O)c1cccc(NC(=O)CN(c2ccc(F)cc2)S(C)(=O)=O)c1	-12	-2.8	2	3	2	-2	-2	10	-5
Cc1ccc2[nH]c(C)c(CCNC(=O)c3cc4cc([N+](=O)[O-])ccc4oc3=O)c2c1	-10	-2.3	-1	2	1	-5	9	3	-2
COc1ccc(C(=O)OCC(=O)c2ccc(S(=O)(=O)N3CCCCC3)cc2)c(OC)c1	-8	-0.8	2	-14	2	7	-9	9	15
CCN(CC)S(=O)(=O)c1ccc(C(=O)Nc2cc(S(=O)(=O)N3CCOCC3)ccc2N2CCN(C)CC2)cc1	3	-0.9	-4	17	1	5	6	6	0
CC(NC(=O)CSc1nnc(-c2cccc(S(=O)(=O)N3CCCCC3)c2)o1)C12CC3CC(CC(C3)C1)C2 (stereo unspecified)	2	2.2	-3	7	-1	4	-3	4	-2
COc1ccc(S(=O)(=O)N2CCOCC2)cc1NS(=O)(=O)/C=C/c1ccccc1	0	-1.2	3	7	1	6	-7	6	-8
NC(=O)c1c(NC(=O)C2CCCO2)sc2c1CCCC2 (stereo unspecified)	-9	-0.6	2	-2	1	-1	-1	11	0
COc1ccccc1NC(=O)CCN1C(=O)C2CC=CCC2C1=O (stereo unspecified)	22	-0.2	-4	7	1	0	5	-4	-5
O=C(CCc1ccccc1)N/N=C\c1cc2c(cc1Br)OCO2	2	-0.9	1	13	7	-6	0	4	-6
CCOc1ccc(NC(=O)c2c[nH]n3c(=O)cc(C4CCN(C(=O)OC(C)(C)C)CC4)nc23)cc1	-4	0.6	14	4	-1	-2	6	7	-2
CCOc1ccc2nc(NC(=O)Cn3[nH]c(=O)c4ccccc4c3=O)sc2c1	4	-1.8	0	3	1	3	-2	-2	-9
CC(=O)c1cc2c(cc1NS(=O)(=O)c1ccc(F)cc1)OCO2	4	-3.0	-6	10	1	-10	4	2	-9
Clc1cccc(Cl)c1-c1noc(CN2CCOCC2)n1	-12	15	-4	1	1	0	2	7	-5
Cc1c(NP(=O)(c2ccc(Br)cc2)c2ccc(Br)cc2)c(=O)n(-c2ccccc2)n1C	7	1.8	-5	2	2	-10	11	-10	-5
COc1cc(/C=N/NC(=O)C(=O)NCc2cccnc2)ccc1O	-14	3.7	-4	-9	-2	-2	4	6	7
Cc1ccc(CNC(=O)CN2NS(=O)(=O)c3ccccc3C2=O)cc1	-10	-1.5	-1	0	1	-3	5	7	2
CCOc1ccc(/C=C/C(=O)CCC(=O)O)cc1	-1	-2.5	-2	-24	1	10	1	2	10
C=CCn1c(SCc2ccc(Cl)cc2)nc2cc(C(=O)N3CCC(C(N)=O)CC3)ccc2c1=O	5	-2.1	-1	-15	1	1	2	3	5
O=C(Nc1c2c(nn1-c1ccc(F)cc1)CS(=O)C2)c1ccc(Br)o1 (stereo unspecified)	-8	-0.6	-2	4	0	4	-2	9	-3
O=C(N/N=C/c1cccnc1)c1ccc(O)cc1	-11	0.1	0	6	0	-1	4	10	0
CN(C)CCOC(=O)C1(c2ccccc2)CCOCC1	23*	1.1&1.1	-11&-6	9&4	0&0	-28&-24	13&20	-24&-19	-6&-6
CCOC(=O)C1C(=O)C=C(c2ccc(Br)cc2)CC1c1ccco1 (stereo unspecified)	11	-0.2	-1	5	0	-6	2	1	2
O=C1CC(c2ccccc2)CC(O)=C1C=Nc1ccccc1Cl (stereo unspecified)	-9	-1.8	1	7	1	-4	-1	9	-9
CN1C(=O)CC(N2CCC(C(N)=O)(N3CCCCC3)CC2)C1=O (stereo unspecified)	4	-0.2	0	-3	0	4	-1	6	17
Cn1ccc2c(-c3cccc(C=O)c3F)cc3c(c21)C1CCC3C1 (stereo unspecified)	8	.	-3	7	0	-15	9	-9	-6
COCCCN(C(=O)CCOc1ccc(C)cc1)c1c(N)n(Cc2ccccc2)c(=O)[nH]c1=O	-1	0.7	1	-12	0	8	-6	3	3
CCCN(CC1CC1)C(=S)NC(=O)c1ccccc1C	-12	0.0	-1	-16	1	-6	7	4	13
Cc1cc(C(F)F)n2nc(C(=O)Nc3cc(C)on3)nc2n1	-2	0.3	-1	4	1	5	-11	2	28*
Cc1c(Cc2ccccc2)c(=O)oc2cc(OC(=O)c3ccccc3)ccc12	0	3.9	0	-11	1	0	5	1	10
COC(=O)CSc1nnc(CNC(=O)c2ccc(S(=O)(=O)N3CCCCC3)cc2)n1C	1	-0.4	-4	-3	16	-2	5	4	4
OC(c1ccccc1)(c1nc(-c2csc3ccccc23)cs1)C(F)(F)F (stereo unspecified)	-14	.	0	3	-1	-3	0	8	-3
Cc1nn2c3ccccc3n(Cc3ccccc3)c2nc1=O	0	0.4	-3	2	0	4	3	2	-5
CCOC(=O)N1CCN(c2c(NCCOC)c(=O)c2=O)CC1	7	2.2	1	-2	0	-9	7	-4	1
COc1cccc(C(=O)N2CCN(C3CCC(c4ccccc4)CC3)CC2)c1OC (stereo unspecified)	22	-1.0	-8	3	5	-5	21	-11	4
O=C(CSc1nnc(NC(=O)CN2CCOCC2)s1)Nc1ccccc1	-24	-0.2	-1	-8	1	-2	-6	4	6
COCCN(C(=O)c1snc(C(N)=O)c1N)C(C(=O)NC1CCCCC1)c1ccc(N(C)C)cc1 (stereo unspecified)	-17	0.1	3	-18	3	8	-8	19	3
Cc1ccc2c(CC(=O)N3CCOCC3)coc2c1	-3	-1.4	2	-7	1	9	-6	1	10
COC(=O)c1cc(C(=O)c2ccc(Cl)cc2)n2c(=O)/c(=C\N(C)C)sc12	-4	0.9	1	-9	1	6	1	10	12
CN(CC(=O)Nc1c(Cl)cccc1Cl)C(=O)c1ccccc1Cc1ccccc1	-6	-0.9	0	-2	6	-5	9	2	-1
O=C(COc1cccnc1[N+](=O)[O-])Nc1ccc2c(c1)CCC2	36*	-2.0	2	1	2	10	-11	-20	3
CCOC(=O)C1CCN(C(=O)C2c3ccccc3C(=O)N(C)C2c2ccc(OC)cc2)CC1 (stereo unspecified)	11	0.5	4	7	12	-18	17	-7	-14
CCCC(=O)NC(=S)Nc1ccc(N2CCN(C(=O)c3cccs3)CC2)cc1	27	-0.9	8	20	14	-29	25	-9	-19
COc1ccc(CC(=O)N2CCN(S(=O)(=O)c3cc(Cl)ccc3Cl)CC2)cc1	11	0.2	-1	-5	5	-10	12	2	2
O=C(CNC(=O)c1nc[nH]c1C(=O)N1CCNCC1)OCc1ccccc1	-3	0.0	6	-9	1	4	-15	4	8
COc1cc(C2CC(=O)c3c(O)cc(O)cc3O2)ccc1O (stereo unspecified)	10	-1.1	6	6	3	0	-1	-8	-6
CCN(CC)CCCNC(=O)CCC(=O)Nc1ccc2nc(N3CCCCC3)cc(C)c2c1	-19	1.6	-9	2	0	2	-3	11	-12
CN(C)c1ccc(C(c2ccc(N(C)C)cc2)C(O)c2ccccc2)cc1 (stereo unspecified)	-11	-2.9	3	-7	1	2	1	9	2
CC(=O)c1ccc(NC(=O)CN2C(=O)NC3(CCCc4ccccc43)C2=O)cc1 (stereo unspecified)	-1	2.5	4	13	3	-2	13	4	2
Cc1nn(Cc2ccccc2)c(C)c1C(=O)Nc1ccc(N2CCOCC2)cc1	6	-0.5	-9	3	3	9	-2	-1	5
CN(c1ccc(C(=O)N2CCCCC2)cc1)S(C)(=O)=O	-6	10	2	3	0	0	-8	6	-4
O=C(CN1C(=O)c2ccccc2S1(=O)=O)c1ccc(F)c(F)c1	-7	-1.0	-2	2	4	2	-1	5	1
O=C(Nc1ccccc1-c1ccccc1)c1cccs1	-1	-2.3	0	-8	1	-12	22	-1	5
Cn1c(Cn2nnc3ccccc32)nnc1SCC(=O)N1c2ccccc2Sc2ccccc21	-3	-8.4	-2	-7	1	4	-6	-1	-3
CCc1nc2sc3c(c2c(=O)n1N)CCC3	4	-2.0	1	11	1	2	-4	2	1
COc1cc(OC)cc(C(=O)N[C@H](C(=O)OCc2cc(=O)oc3cc(C)ccc23)C(C)C)c1	0	-0.2	-1	-5	0	-2	-2	3	-3
CCOC(=O)CN1C(=O)CC(c2ccccc2)C1=O (stereo unspecified)	-18	-1.4	-6	-10	1	-2	-2	9	-6
Cc1c(Cl)c([N+](=O)[O-])nn1CCCC(=O)Nc1ccc(Cl)cc1Cl	4	-2.5	-3	4	0	-9	7	-7	-12
Cc1cc(C)cc(NC(=O)CCc2nc3ccccc3[nH]2)c1	-9	-1.8	-4	-3	3	-8	1	4	3

Ordered by heavy-atom count (largest number first): part of the list above.
SMILES	M1 antag	CRFR2-BP ag	M5 ag	CHRM4 antagonist	M4 ag	CHRM5 PAM	CHRM5 antagonist	CHRM1 PAM	M4 PAM
C=CCn1c(SCc2ccc(Cl)cc2)nc2cc(C(=O)N3CCC(C(N)=O)CC3)ccc2c1=O	5	-2.1	-1	-15	1	1	2	3	5
COC(=O)c1cc(C(=O)c2ccc(Cl)cc2)n2c(=O)/c(=C\N(C)C)sc12	-4	0.9	1	-9	1	6	1	10	12
COc1ccccc1NC(=O)CCN1C(=O)C2CC=CCC2C1=O (stereo unspecified)	22	-0.2	-4	7	1	0	5	-4	-5

(listing goes on)
SMILES	M1 antag	CRFR2-BP ag	M5 ag	CHRM4 antagonist	M4 ag	CHRM5 PAM	CHRM5 antagonist	CHRM1 PAM	M4 PAM
CN(C)c1ccc(CNC(=O)C2CCC(CNc3c(N4CCCCC4)c(=O)c3=O)CC2)cc1 (stereo unspecified)	3	-1.0	-2	2	0	-1	12	1	-8
CC1CCC2(CC1)NC(=O)N(CC(=O)N1c3ccccc3CC1C)C2=O (stereo unspecified)	-4	-0.9	-5	4	0	-14	20	-2	-2
CCc1ccc(-n2c(CSc3nnnn3-c3ccccc3)nc3ccccc3c2=O)cc1	-6	-3.4	-2	-11	0	-1	4	5	-5
Cc1cc2cc(CN(C(=O)C3CC3)C3CCCC3)c3nnnn3c2cc1C	1	-0.4	-3	3	0	4	-1	3	-3
CC(=O)Nc1ccccc1NC(=O)c1ccc2c(c1)OCO2	-12	-0.9	0	-2	1	4	0	9	8
